BoNT-F LC inh – BoNT F light chain protease inhibition; 360,000 compounds, 0.22% hits; inhibition, % at 10 µM; Multiplex microsphere protease cleavage assay, flow cytometry; in the data active means inhibition above about 35%, passing the limit was not always enough; inconclusive means no clear call, values can overlap the other calls; further: plate controls were buffer without enzyme for full effect and enzyme alone for no effect
UGM FP inh – inhibitors of M. tuberculosis UDP-galactopyranose mutase | AID 504406 | inhibition, % at 10 µM | P9WIQ1 | purified UGM, fluorescence polarization probe displacement | 320,000 compounds, 0.06% hits; in the data active means inhibition above about 10%, passing the limit was not always enough; inconclusive means no clear call, values can overlap the other calls
Target sequence (P9WIQ1 whole entry, looked up): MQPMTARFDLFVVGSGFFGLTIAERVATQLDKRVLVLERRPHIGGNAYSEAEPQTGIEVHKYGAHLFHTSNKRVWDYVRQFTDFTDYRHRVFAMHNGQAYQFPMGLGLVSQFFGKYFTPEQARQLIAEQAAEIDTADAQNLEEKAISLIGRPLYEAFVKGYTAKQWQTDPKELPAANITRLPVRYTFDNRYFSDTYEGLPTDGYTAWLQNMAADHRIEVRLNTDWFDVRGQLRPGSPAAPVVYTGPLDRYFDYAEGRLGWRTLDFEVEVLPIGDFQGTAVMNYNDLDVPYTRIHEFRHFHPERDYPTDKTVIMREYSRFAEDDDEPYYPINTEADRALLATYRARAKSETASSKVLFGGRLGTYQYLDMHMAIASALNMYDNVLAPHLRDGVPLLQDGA
FadD28 binding – M. tuberculosis FadD28 bisubstrate binding inhibition. FadD28 bisubstrate probe binding, fluorescence polarization. 360,000 compounds, 0.22% hits. AID 588549. inhibition, % at 12.5 µM; in the data active means inhibition above about 8.5%, passing the limit was not always enough; inconclusive means no clear call, values can overlap the other calls
Rv3671c inh – inhibits the M. tuberculosis serine protease Rv3671c | P9WHR9 | inhibition, % at 5.96 µM | 320,000 compounds, 0.048% hits; in the data active means inhibition above about 38%;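 further: extracellular domain of Rv3671c used as enzyme; 0% = enzyme with DMSO and 100% = no enzyme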
PrPC surface inh – inhibitors of human cell surface prion protein PrPC; P04156; TR-FRET read-out; inhibition, % at 13.8 µM; 370,000 compounds, 0.43% hits; AID 720596; in the data active means inhibition above about 24%; further: 0% = median of the test wells and 100% = reference compound wells
GDH-TPI counter – inhibits GDH-TPI coupling enzymes, artifact for Mtb FBA screen; GDH-TPI coupled enzyme counterscreen, NADH absorbance; inhibition, % at 4.8 µM; 360,000 compounds, 1.2% hits; in the data active means inhibition above about 30%;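 further: 0% = DMSO wells and 100% = wells lacking the enzyme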
Mtb FBA inh – inhibits M. tuberculosis FBA enzyme; purified M. tuberculosis FBA, fluorescence read-out; inhibition, % at 1 µM; 360,000 compounds, 2.3% hits; AID 588726; in the data active means inhibition above about 27%;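 further: 0% = vehicle and 100% = reference inhibitor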
Target sequence (P9WQA3 whole entry, looked up): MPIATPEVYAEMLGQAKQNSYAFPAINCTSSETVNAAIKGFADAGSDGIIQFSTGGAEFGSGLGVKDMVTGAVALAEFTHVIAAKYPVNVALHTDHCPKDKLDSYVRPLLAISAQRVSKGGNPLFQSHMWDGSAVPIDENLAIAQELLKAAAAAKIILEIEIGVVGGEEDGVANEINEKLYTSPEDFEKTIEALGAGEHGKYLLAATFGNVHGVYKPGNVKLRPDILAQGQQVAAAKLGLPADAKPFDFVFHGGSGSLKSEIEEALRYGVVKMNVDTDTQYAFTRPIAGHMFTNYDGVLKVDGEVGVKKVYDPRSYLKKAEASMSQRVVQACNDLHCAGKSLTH
MazF activator – MazEF (E. coli) toxin RNase activation; activation, % at 20 µM; FAM/BHQ RNA-DNA oligo cleavage fluorescence, 5 h; 350,000 compounds, 0.32% hits; P0AE70; in the data active means activation above about 50%
Target sequence (P0AE70 whole entry, looked up): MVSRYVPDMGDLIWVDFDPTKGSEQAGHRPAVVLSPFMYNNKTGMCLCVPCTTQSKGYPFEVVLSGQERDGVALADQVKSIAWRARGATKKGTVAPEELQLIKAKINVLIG
BioA inh – blocks M. tuberculosis BioA enzyme activity. 360,000 compounds, 0.096% hits. inhibition, % at 9.99 µM. purified M. tuberculosis BioA enzyme, plate reader; in the data active means inhibition above about 40%; inconclusive means no clear call, values can overlap the other calls
Starred values were filed as active, the others as inactive; u = inconclusive; x = not tested or not shown; + = active, no number; & = joins results of further samples.

SMILES	BoNT-F LC inh	UGM FP inh	FadD28 binding	Rv3671c inh	PrPC surface inh	GDH-TPI counter	Mtb FBA inh	MazF activator	BioA inh
CC(C)C(=O)N[C@H]1CCC2C3CC=C4C[C@@H](O)CC[C@]4(C)C3CC[C@@]21C (stereo partly specified)	1	-0.8	-1.7	-2	-6	8	4	3	-0.4
CC(C)Oc1ccc(C(=O)Nc2nnc(SCC(=O)N3CCOCC3)s2)cc1	1	-3.4	-0.7	3	4	19	-3	4	-0.8
COc1cc2ccccc2cc1C(=O)Nc1ccccc1N1CCCC1	-9	0.2	-4.6	-15	13	3	+	-6	x
Cc1ccc2[nH]c(C(=O)O)c(-c3ccccc3)c2c1	-8	2.9	0.5	-2	4	6	27	-2	-2.1
CCOc1cccc(N2C(=O)/C(=C/c3ccco3)C(=O)NC2=S)c1	u	2.6	2.9	-5	3	17	-1	6	0.7
Cc1ccc(C)c(/C=C2\N=C(c3ccccc3F)OC2=O)c1	-12	-0.7	-2.8	1	1	4	0	9	-1.1
CCOc1ccc2nc(SCC(=O)NC(=O)NCc3ccco3)sc2c1	-6	-1.2	-0.5	-10	0	11	-3	-12	-2.3
CC1CC(C)CN(C(=O)c2cc3ccccc3o2)C1 (stereo unspecified)	-8	2.5	-0.8	-9	-1	-2	-1	7	1.1
C/C(=N/NC(=O)CNC(=O)c1cccs1)c1ccco1	-4	-0.4	-0.4	4	0	5	3	-9	x
C=CCN(C(=O)Nc1ccc2oc(C)nc2c1)c1ccccc1	-3	1.2	-1.3	-11	-24	9	4	4	-2.2
COc1ccc(C2c3cc(OC)c(OC)cc3CC3C(=O)OCC32)cc1OC (stereo unspecified)	-5	x	-1.6	x	-8	-3	0	11	-0.6
CCOC(=O)C1=C(COC(=O)CCC(=O)c2ccc(C)cc2)NC(=O)NC1C (stereo unspecified)	8	0.1	-2.4	-1	-7	2	0	-7	7.3
O=C(CSc1nc2ncc(Cl)cc2[nH]1)c1c[nH]c2ccccc12	-8	0.1	-2.4	-78	5	29	-2	34	-2.4
C=C(c1ccccc1)c1ccccc1N	-3	-1.3	-3.7	-12	3	3	3	-1	-0.4
Nc1ccc(-c2sc(N)nc2-c2ccccc2)cc1	-15	1.8	-1.5	2	-6	-2	3	13	0.1

Reprinted from the part before: five compounds, then new ones.
SMILES	BoNT-F LC inh	UGM FP inh	FadD28 binding	Rv3671c inh	PrPC surface inh	GDH-TPI counter	Mtb FBA inh	MazF activator	BioA inh
COc1ccc(C2c3cc(OC)c(OC)cc3CC3C(=O)OCC32)cc1OC (stereo unspecified)	-5	x	-1.6	x	-8	-3	0	11	-0.6
CCOC(=O)C1=C(COC(=O)CCC(=O)c2ccc(C)cc2)NC(=O)NC1C (stereo unspecified)	8	0.1	-2.4	-1	-7	2	0	-7	7.3
O=C(CSc1nc2ncc(Cl)cc2[nH]1)c1c[nH]c2ccccc12	-8	0.1	-2.4	-78	5	29	-2	34	-2.4
C=C(c1ccccc1)c1ccccc1N	-3	-1.3	-3.7	-12	3	3	3	-1	-0.4
Nc1ccc(-c2sc(N)nc2-c2ccccc2)cc1	-15	1.8	-1.5	2	-6	-2	3	13	0.1
CN(CC(=O)Nc1c(Cl)cccc1Cl)CC(=O)N(C)C1(C#N)CCCCC1	5	-2.8	-5.1	3	-1	-5	-2	-4	1.4
Cc1nc(SCc2ccccc2)[nH]c(=O)c1CC(=O)OCC(C)C	-11	1.8	x	10	0	-1	0	-2	-1.0
Cc1cnc(C(=O)OCC(=O)N2CCc3ccccc3C2)cn1	-4	2.0	-2.7	-2	-4	-11	-1	-6	0.1
CC(=O)c1ccc(NC(=O)c2ccc(N3C(=O)c4cccnc4C3=O)cc2)cc1	-1	-0.5	-2.5	4	1	1	0	-57	-1.0
c1ccc(NCC2OCc3ccccc3CO2)cc1	-16	0.4	-0.8	-6	4	-6	1	1	x
Cc1cc(=O)[nH]c(N2CCCC2)n1	15	1.0	-3.0	5	1	-3	-1	-6	-1.2
CC1CCCC(C)N1C(=S)SCC(=O)O (stereo unspecified)	-3	3.0	0.3	3	0	9	0	2	x
Cc1ccc(NC(=O)COc2coc(CN3CCc4ccccc4C3)cc2=O)c(C)c1	7	-0.5	-4.0	5	4	-2	-3	2	-0.5
COc1ccc(/C=C/C(=O)NC(=S)Nc2ccc(S(N)(=O)=O)cc2)cc1OC	u	0.8	-1.0	-19	0	18	-1	-15	0.1
COc1ccc(Br)cc1CNCCc1cccc(Cl)c1	u	-2.1	-5.0	9	-4	-10	3	3	2.2
CS(=O)(=O)N(CC(=O)NCCSC1CCCCC1)c1ccccc1	0	1.8	0.9	3	-5	-5	-2	-2	x
S=c1[nH]nc(COc2ccccc2)n1/N=C/c1cccnc1	-11	0.8	-2.6	-2	-6	2	1	-5	-0.4
O=C1C=C(c2ccc3cc[nH]c3c2)C[C@@H](c2ccc3c(c2)OCO3)C1	-1	2.4	-8.2	-4	x	20	-1	-7	-1.2
CN(c1ccc(C(=O)Nc2cccnc2)cc1)S(C)(=O)=O	-21	-5.2	0.0	-1	6	-1	-3	-4	19
COC(=O)C1=C(C)N(Cc2ccccc2)C(=O)N[C@H]1c1ccc(Br)cc1	-1	1.0	-1.5	1	16	8	-2	-8	-8.4
CCOc1cc(/C=C2\SC(=N)N(c3nonc3N)C2=O)ccc1OCCN1CCOCC1	1	1.9	-2.2	-5	-13	18	2	-4	x
CC(C)C(OC(=O)C1=Cc2ccccc2OC1)C(=O)NCC1CCCO1 (stereo unspecified)	4	x	-1.3	x	3	15	2	8	-0.9
COc1ccc(C)cc1S(=O)(=O)N(CC(=O)O)c1ccc(C)cc1	10	-2.6	-0.9	9	2	2	4	5	0.7
CC(C)CCNC(=O)NC(=O)COC(=O)CNC(=O)C1CCCCC1	-5	2.0	-3.2	-3	8	-13	-2	2	-0.6
c1ccc(OCCOCCN2CCc3ccccc3C2)cc1	-21	-1.3	0.8	-14	-7	0	2	2	x
O=C(NC1CCCc2ccccc21)C1CCCO1 (stereo unspecified)	2	2.1	0.5	-7	x	3	1	4	x
O=C1OCCN1CCN(CN1C(=O)CCC1=O)CN1C(=O)CCC1=O	7	-0.1	-1.4	-1	0	11	-1	9	-0.6
O=C(Cc1cccc(NC(=O)C2CCCN(C(=O)C3CCCCC3)C2)c1)Nc1ccc(C(=O)N2CCCCC2)cc1 (stereo unspecified)	-5	x	-3.3	x	7	-7	1	6	-0.1
Brc1ccc(C2N3CCCN23)cc1 (stereo unspecified)	1	0.9	0.0	3	-2	0	-1	13	x
Cc1sc2nc(CSCC(=O)N(CCC#N)c3ccccc3F)[nH]c(=O)c2c1C	-1	x	-3.7	x	6	1	-3	-5	-0.8
COc1ccc(Cn2c(=O)[nH]c3cc(C(=O)N4CCN(Cc5ccccc5)CC4)ccc3c2=O)cc1	-4	-1.8	-6.5	-2	0	3	-3	2	5.4
Cc1ccc(S(=O)(=O)n2cccc2CO)cc1	-3	0.7	-0.7	6	-1	4	5	0	-0.9
COc1cccc(NC(=O)C(C)(C)C)c1	-3	0.6	-0.8	1	-1	8	1	-5	-2.7
CC1CCN(C(=O)Cn2c(=O)n(-c3ccc(F)cc3)c(=O)c3sccc32)CC1	1	1.3	-4.5	-3	5	13	1	0	-0.8
Cc1cccc(NC(=O)c2ccc(Cl)c(S(=O)(=O)N3CCCC3)c2)n1	-4	-0.9	-0.1	-9	6	7	5	-1	2.1

Reprinted from the part before: 5 compounds; new compounds follow.
SMILES	BoNT-F LC inh	UGM FP inh	FadD28 binding	Rv3671c inh	PrPC surface inh	GDH-TPI counter	Mtb FBA inh	MazF activator	BioA inh
COc1ccc(Cn2c(=O)[nH]c3cc(C(=O)N4CCN(Cc5ccccc5)CC4)ccc3c2=O)cc1	-4	-1.8	-6.5	-2	0	3	-3	2	5.4
Cc1ccc(S(=O)(=O)n2cccc2CO)cc1	-3	0.7	-0.7	6	-1	4	5	0	-0.9
COc1cccc(NC(=O)C(C)(C)C)c1	-3	0.6	-0.8	1	-1	8	1	-5	-2.7
CC1CCN(C(=O)Cn2c(=O)n(-c3ccc(F)cc3)c(=O)c3sccc32)CC1	1	1.3	-4.5	-3	5	13	1	0	-0.8
Cc1cccc(NC(=O)c2ccc(Cl)c(S(=O)(=O)N3CCCC3)c2)n1	-4	-0.9	-0.1	-9	6	7	5	-1	2.1
Cc1cccc(OCC(=O)N2CCN(c3nnc(-c4ccccc4)c4ccccc34)CC2)c1	u	-0.3	-0.4	4	-5	16	-2	-1	x
COc1cccc(NC(=O)COC(=O)C2=NN(c3ccccc3)C(=O)CC2)c1	4	-0.3	-2.7	2	-1	3	-2	11	x
O=C1c2ccccc2S(=O)(=O)c2cc(C(=O)N3CCN(c4ccccc4)CC3)ccc21	6	1.4	-2.7	4	-8	11	1	9	-3.9
OC1(CNCc2cn[nH]c2-c2cc3ccccc3o2)CCCCC1	-4	1.4	-1.4	-4	-14	-7	6	12	1.6
Cc1ccc(CN2CC(C(=O)N3CCN(S(=O)(=O)c4c(F)cccc4F)CC3)CC2=O)cc1 (stereo unspecified)	1	0.2	0.7	2	4	1	5	-12	x
Cc1ccc(C)c(NC(=O)CSc2nnc(CNC(=O)c3ccco3)n2C)c1	-31	1.6	-3.0	-50	3	-9	-3	6	-0.3
Cc1ccc(N(C)C(=O)Oc2cccc3ccc(C)nc23)cc1	-7	-1.6	0.0	8	6	8	0	2	-0.6
NCCc1cnc[nH]1	-7&4	-0.6	-3.4&-1.4	6&0	-1&-11	-2&8	2&4	-15&4	0.5&-2.4
Cc1ccc(N2C(=O)c3ccc(N)cc3C2=O)cc1C	0	2.3	-3.7	1	-15	-1	0	0	x
Cc1c(NC(=O)[C@@H](NC(=O)c2ccc(Cl)c([N+](=O)[O-])c2)C(C)C)c(=O)n(-c2ccccc2)n1C	-6	-0.8	-1.6	4	-9	-4	0	16	x
O=C(OCc1nc2scc(-c3ccccc3)c2c(=O)[nH]1)c1cccc([N+](=O)[O-])c1	4	1.0	-1.5	-10	-7	10	-4	-2	-0.9
CCCOc1nc(SCCC)nc2c1cnn2-c1ccccc1	u	0.1	-3.4	8	2	12	1	-8	-0.8
COc1ccc(Cc2nnc(SCC(=O)c3cccc([N+](=O)[O-])c3)n2C)cc1	-4	-3.0	-2.9	4	-10	3	1	-3	2.4
CC1=CCC2C(=O)N(C(C)c3ccccc3)C(=O)C2C1 (stereo unspecified)	-8	-0.9	-1.0	-1	6	7	-1	-8	-1.1
O=c1oc(-c2cc3ccccc3o2)nc2sc3c(c12)CCCC3	-3	4.3	1.6	-4	-2	6	6	-19	-1.4
Cn1c(=O)c2[nH]c(NN=Cc3ccccc3)nc2n(C)c1=O	-3	x	-1.7	x	-14	26	-3	6	0.0
Cn1c(=O)c2c(nc(CN3CCc4ccccc4C3)n2Cc2ccccc2)n(C)c1=O	-6	-0.9	-1.4	2	9	0	3	1	2.6
O=C(COc1ccc(S(=O)(=O)N2CCOCC2)cc1)NC1CCCC1	5	1.8	0.8	-5	2	5	4	7	x
Cc1cccc(OCCCn2c(=O)sc3ccccc32)c1	15	1.5	-1.7	-11	4	4	2	-8	-2.8
CCOC(=O)c1cnc(SCC(=O)Nc2cc(C(F)(F)F)ccc2N2CCOCC2)nc1N	-32	-4.0	-1.0	0	2	0	0	27	-1.5

Screening data deposited in PubChem BioAssay by several laboratories.
